Tau fluor cs = Counterscreen qHTS for Inhibitors of Tau Fibril Formation, Fluorescence Polarization; tau K18 P301L Alexa594 fluorescence, heparin fibrillization; Potency, µM (series often up to 57.7 µM), for the others: top-dose activity change, negative = decrease; 0.93% of 280,000 active; AID 1463, 2008; further: on the % scale 0 is the no-effect control and ±100 the full control effect; nearly all actives have a fitted effect of over 55% in size
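Human K18 P301L tau (15 uM unlabeled plus 0.24 uM Alexa 594-labeled, final) in 100 mM sodium acetate pH 7 was mixed with compound and 20 uM heparin and incubated 6 hr at 37 C.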
HTT cytoprotect = qHTS Multiplex Assay to Identify Dual Action Probes in a Cell Model of Huntington: Cytoprotection (ATP). PC12 HTT-Q103 induced, cytoprotection, ATP luminescence, 40 h. Potency, µM (highest dose often 56.4 µM), inactives show cytoprotection (ATP increase), usual class: activators. 0.14% of 230,000 active;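 further: % of control where 0% means no effect; nearly all actives have a fitted effect of over 45% in size; toxic huntingtin expression switched on by the ecdysone agonist tebufenozide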
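Quantitative HTS on tebufenozide-induced (100 nM) PC12 cells expressing HTTQ103 exon 1–GFP; compounds tested as a concentration series; survival measured via cellular ATP.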
RECQ1 helicase = qHTS Assay for Inhibitors of RecQ-Like Dna Helicase 1 (RECQ1); ATP-dependent DNA helicase Q1 (Homo sapiens), P46063; RECQ1 DNA unwinding, red fluorescence kinetic read; AID 2549, 2010; 0.54% of 240,000 active; Potency, µM (highest dose often 57.3 µM), for the others: at the top dose activity, negative = inhibition, actives largely listed as inhibitors;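 further: plate controls were vehicle for no effect and no enzyme for full effect; nearly all actives have a fitted effect of over 30% in size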
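RECQ1T1 50 nM; forked duplex (20 bp + 30-nt ss tails) 200 nM, ATP 2 mM final; pH 8.0, 2 mM MgCl2, 2.5 ug/ml poly(dI-dC); 15 min compound preincubation; discontinuous kinetic read over 2 h at RT.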
L3MBTL1 block = qHTS Assay for the Inhibitors of L3MBTL1. Lethal(3)malignant brain tumor-like protein 1 (Homo sapiens), Q9Y468. AlphaScreen L3MBTL1–H3K9me1 peptide binding. Potency, µM (titrated, usually from 57.1 µM), for the others: top-dose activity, negative = inhibition, usual class: inhibitors. 0.66% of 230,000 active; further: on the % scale 0 is the no-effect control and ±100 the full control effect; nearly all actives have a fitted effect of over 60% in size
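First, the protein-peptide complex forms for 30 min at room temperature (L3MBTL1 50 nM, biotinylated H3K9me1 peptide 75 nM). Next, compounds are pin-transferred and incubated 30 min. Finally, AlphaScreen beads are added and read after 30 min.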
TRb SRC2 PPI = qHTS for Inhibitors of the Interaction of Thyroid Hormone Receptor and Steroid Receptor Coregulator 2 | Thyroid hormone receptor beta (Homo sapiens), P10828 | TRbeta-SRC2 peptide binding, fluorescence polarization; receptor liganded with 1 µM T3 | Potency, µM (doses to about 106 µM), for inactives: at the highest dose activity change, negative = inhibition, hits mostly inhibitors | 0.065% of 280,000 active;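 further: plate controls were bound peptide for no effect and peptide without receptor for full effect; nearly all actives have a fitted effect of over 50% in size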
Target sequence (P10828 whole entry, looked up): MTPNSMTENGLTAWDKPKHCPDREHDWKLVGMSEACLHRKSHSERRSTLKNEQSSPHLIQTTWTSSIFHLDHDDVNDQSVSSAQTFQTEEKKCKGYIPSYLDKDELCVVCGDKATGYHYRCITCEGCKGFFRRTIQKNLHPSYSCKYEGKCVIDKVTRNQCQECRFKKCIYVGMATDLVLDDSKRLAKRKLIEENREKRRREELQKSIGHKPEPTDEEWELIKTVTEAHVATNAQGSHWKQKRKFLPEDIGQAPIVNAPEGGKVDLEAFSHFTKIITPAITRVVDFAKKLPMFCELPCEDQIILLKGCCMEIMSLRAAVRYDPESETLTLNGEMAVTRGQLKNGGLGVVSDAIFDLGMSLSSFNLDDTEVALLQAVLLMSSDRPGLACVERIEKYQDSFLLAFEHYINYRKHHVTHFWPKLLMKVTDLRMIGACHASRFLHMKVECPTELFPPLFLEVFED
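Compounds were added to 0.6 uM TRb ligand-binding domain and 20 nM Texas Red-labeled SRC2 peptide in Tris buffer containing 1 uM T3, incubated 5 hr at ambient temperature, then read by fluorescence polarization.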
TexasRed fluor = Total Fluorescence Counterscreen for Inhibitors of the Interaction of Thyroid Hormone Receptor and Steroid Receptor Coregulator 2. 0.29% of 280,000 active. TRb/SRC2 Texas Red total fluorescence interference. Potency, µM (titrated, usually from 106 µM), without a hit: at the highest dose fluorescence change, negative = quenching; active means well fitted curve in either direction with a large enough effect; inconclusive means small, poorly fitted or top-dose-only effect; further: on the % scale 0 is the no-effect control and ±100 the full control effect
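Human TRb ligand-binding domain at 0.6 uM with 20 nM Texas Red SRC2 peptide in Tris buffer containing 1 uM T3 and 5% DMSO, incubated with compound 5 h at ambient temperature. Total fluorescence (555/632 nm) calculated as parallel + 2 × perpendicular.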
Tau fibril FP = qHTS for Inhibitors of Tau Fibril Formation, Fluorescence Polarization | K18 P301L tau heparin fibrillization, Alexa594 FP, 6 h | Potency, µM (series often up to 57.7 µM), for inactives: at the top dose activity, negative = inhibition, actives largely listed as inhibitors | 0.39% of 280,000 active; further: on the % scale 0 is the no-effect control and ±100 the full control effect; nearly all actives have a fitted effect of over 55% in size
Target sequence (P10636 561-689 P618L limits assumed): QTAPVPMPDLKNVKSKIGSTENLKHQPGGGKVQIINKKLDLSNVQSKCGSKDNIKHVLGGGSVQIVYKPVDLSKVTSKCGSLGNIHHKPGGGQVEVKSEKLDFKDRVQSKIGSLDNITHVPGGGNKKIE
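Human K18 P301L fragment (15 uM unlabeled plus 0.24 uM Alexa 594-labeled) in 100 mM sodium acetate pH 7 with compound, aggregation induced by 20 uM heparin for 6 hr at 37 C. ThT (30 uM) added for 1 hr, then Alexa 594 FP read.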
Tau ThT inhib = qHTS for Inhibitors of Tau Fibril Formation, Thioflavin T Binding | 2.1% of 270,000 active | Microtubule-associated protein tau (Homo sapiens), P10636 | Potency, µM (titrated, usually from 57.4 µM), for inactives: at the highest dose activity, negative = inhibition, most hits filed as inhibitors | recombinant tau K18 P301L (four-repeat tau fragment), heparin-induced fibrillization, ThT fluorescence; further: on the % scale 0 is the no-effect control and ±100 the full control effect; nearly all actives have a fitted effect of over 55% in size
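Heparin-induced (20 uM) aggregation of recombinant human K18 P301L tau, 15 uM unlabeled with 0.24 uM labeled, pH 7 acetate buffer, 6 hr at 37 C with compound. Fibrils quantified by 30 uM ThT fluorescence after 1 hr ambient incubation.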
* marks the source's active call; other numbers are inactive results; i = inactive; u = inconclusive; x = no result given; [ ] = another dose, or the depositor's remark. Unless noted, the call rests on the fitted dose curve; in most records, active means well fitted curve in the direction sought with a large enough effect; inconclusive means small, poorly fitted or top-dose-only effect, or another doubt; inactive means no such curve, though single readings can be large; an effect the other way counts as inactive or inconclusive. Potency means the concentration at half of the fitted maximal effect.

Sequence of screens – Tau fluor cs	HTT cytoprotect	RECQ1 helicase	L3MBTL1 block	TRb SRC2 PPI	TexasRed fluor	Tau fibril FP	Tau ThT inhib
Clc1cccc(/C=N/Nc2ncnc3ccccc23)c1
 : u	1%	-7%	-9%	-8%	-5%	-3%	u
N#Cc1c(N)n(-c2cccc(O)c2)c2nc3ccccc3nc12
 : u	21%[10 µM]	23%	3%	2%	-4%	-3%	u
COc1ccc(/C=C2\SC(=O)N(CC(=O)Nc3cccnc3)C2=O)cc1OC
 : -14%	u	i	-7%	5%	-3%	-5%	-15%
O=C(CCn1c(=O)c2sccc2n(Cc2cc(=O)n3ccccc3n2)c1=O)NCc1ccco1
 : u	-29%	-3%	0%	1%	-2%	-2%	u
CCC(=O)NC(c1ccc(OC)cc1)c1cc(Cl)c2cccnc2c1O (stereo unspecified)
 : 11%[2.34 µM]	-8%[10 µM]	-4%	4%	0%	-6%	-5%[2.34 µM]	3%
COc1cc(CNCC(C)C)c(Br)cc1OCC(=O)NCc1ccccc1
 : -8%	-3%[1.9 µM]	2%	9%	14%	1%	-1%	-8%
COc1ccc(Nc2nc(NC(C)(C)C)nc(N3CCCC3)n2)c(OC)c1
 : u	-31%	-12%	x	1%	-1%	u	u
S=c1[nH]nc(-c2ccco2)n1/N=C/c1ccc(Cl)cc1Cl
 : -23%	-23%	-2%	-10%	4%	1%	9%	u
CCOC(=O)c1c(NC(=O)OC)sc(C(=O)N(CC)CC)c1C
 : -5%	-18%	-2%	14%	5%	0%	4%	-14%
COCCCN(C(=S)NC(=O)c1ccc(C(C)(C)C)cc1)c1c(N)n(Cc2ccccc2)c(=O)[nH]c1=O
 : 3%	-24%[10 µM]	10%	-7%	2%	0%	7%	15%
NS(=O)(=O)c1ccc(CCNC(=O)CC(NC(=O)c2ccccc2Cl)c2ccccc2)cc1 (stereo unspecified)
 : 2%	11%[10 µM]	-2%	-6%	-2%	-2%	-4%	3%
CCCCC12CN3CCN(CC(C3)/C1=N\NC(=O)c1ccccc1N)C2
 : -10%	x	7%	2%	3%	-4%	-1%	-9%
CCn1c(=S)sc2c(=O)[nH]c(C)nc21
 : -8%	10%[10 µM]	-4%	7%	-7%	-2%	-3%	-13%
CCc1ccccc1NC(=O)Cn1c(=O)n(CCCCCC(=O)NCc2ccc(C)cc2)c(=O)c2sccc21
 : -12%	x	x	x	2%	u	-12%	9%
N#C/C(=C\c1cccs1)C(=O)NCc1cccnc1
 : -7%	-2%[10 µM]	-4%	4%	5%	5%	-2%	-9%
Cc1ccc(C(=O)C(C)N2C(=O)NC(C)(c3ccccc3)C2=O)cc1 (stereo unspecified)
 : -3%	-7%[10 µM]	-2%	-4%	10%	-1%	-1%	-2%
CC(C)CCNC(=O)C(=O)NC1CCCC1
 : -14%	x	0%	8%	1%	0%	-14%	-8%
CCOc1ccc(-c2cc(CCCC(=O)NCc3cccnc3)no2)cc1
 : -11%	26%[10 µM]	9%	6%	6%	-1%	-6%	-20%
O=C(O)c1ccc(COc2ccc3c(c2)CCC3)cc1
 : -2%	10%[10 µM]	-2%	0%	-1%	-1%	10%	-3%
Cc1ccc2cc(CN(C(=O)c3ccco3)c3ccccc3)c(=O)[nH]c2c1
 : -8%	-22%	i	2%	-9%	1%	-11%	-13%
Cn1cnc2cc(NS(=O)(=O)c3ccc(Br)cc3)ccc21
 : -1%	-27%	-3%	x	-11%	0%	1%	-3%
O=C(Nc1cccc(-c2nc3ncccc3o2)c1)c1sc2cc(Cl)ccc2c1Cl
 : 0%	-15%	i	-1%	-17%	1%	-5%	-8%
O=C(C1=C(O)C(=O)N(c2ncccn2)C1c1ccc(Cl)cc1)c1ccco1 (stereo unspecified)
 : -6%	-6%	-3%	-50%	x	x	2%	-12%
C=CCSC[C@@H]1Nc2cc(Cl)c(S(N)(=O)=O)cc2S(=O)(=O)N1
 : x	-2%[40.3 µM]	i	x	-4%[53 µM]	-24%[53 µM]	x	x
COc1ccc2c(Sc3ccc(C)cc3)c(C(=O)NCC(C)c3ccccc3)[nH]c2c1 (stereo unspecified)
 : -13%	x	x	x	-1%	1%	-6%	5%
COc1ccc(-n2c(C)cc(/C=C/c3nc(O)c([N+](=O)[O-])c(=O)[nH]3)c2C)cc1
 : -7%	4%[10 µM]	u	u	0%	-5%	2%	16µM*
CCOc1ccccc1NC(=O)c1ccc(S(=O)(=O)N2CCOCC2)cc1
 : -8%	6%	-8%	6%	-3%	1%	0%	-9%
Cc1ccc(C(=O)COC(=O)c2ccncc2)cc1[N+](=O)[O-]
 : 3%	2%[0.074 µM]	0%	-1%	0%	-1%	0%	0%
CCOC(=O)N1CCN(Cc2cc(Cl)c3cccnc3c2O)CC1
 : -27%	-71%[inhibitor][10 µM]	-10%	-89%	-6%	-5%	9%	u
COc1ccc(-c2ccc(=O)n(CC(=O)Nc3ccc(C(=O)NC4CC4)cc3)n2)cc1OC
 : 1%	-4%	-11%	-2%	-6%	0%	0%	-1%

Other entries.
Sequence of screens – Tau fluor cs	HTT cytoprotect	RECQ1 helicase	L3MBTL1 block	TRb SRC2 PPI	TexasRed fluor	Tau fibril FP	Tau ThT inhib
COC(=O)c1nc2ccccn2c1F
 : -6%	-37%[inhibitor]	2%	x	5%	0%	-2%	-5%
CCOC(=O)N1CCN(C(=O)c2ccccc2CCc2ccccc2)CC1
 : -2%	12%	0%	-4%	4%	1%	-4%	0%
O=S(=O)(NC1CCCCC1)c1ccc(Br)cc1
 : -13%	-12%	-1%	x	2%	0%	-11%	-7%
CCc1ccc(N2CC(c3nc4ccccc4n3Cc3ccccc3C)CC2=O)cc1 (stereo unspecified)
 : -6%	x	x	x	-11%	-1%	-7%	0%
C=CCOc1ccccc1CNCCc1ccc(S(N)(=O)=O)cc1
 : 3%	0%	-2%	x	-7%	0%	-4%	6%
Cc1nc2ccc3nc(NC(=O)c4ccc(S(=O)(=O)N5CCOCC5)cc4)sc3c2s1
 : -9%	-24%	-3%	-1%	-4%	-3%	-4%	-14%
CCC(=O)Oc1c(S(=O)(=O)c2ccc(C)cc2)c(C)nn1C(C)(C)C
 : -11%	-5%	i	3%	3%	-4%	-4%	-19%
Cc1ccc(OCC(=O)Nc2sc3c(c2C#N)CCC3)cc1
 : -13%	1%	i	7%	-8%	2%	1%	-13%
CCCCCCn1c(SCC(=O)c2ccccc2)nc2c1c(=O)[nH]c(=O)n2C
 : 11%	12%	i	4%	-23%	-1%	6%	7%
CCOc1ccccc1CNS(=O)(=O)c1ccc2[nH]c(=O)ccc2c1
 : -1%	x	x	x	2%	2%	-1%	1%
CCN1CCN(c2ccc(NC(=O)c3cnccn3)cc2)CC1
 : -7%	-68%	-8%	-22%	-1%	-3%	-1%	u
CCOc1ccc(CCNC(=O)c2cc(=O)[nH]c3ccc(S(=O)(=O)N4CCCCC4C)cc23)cc1OCC (stereo unspecified)
 : u	x	x	x	-4%	0%	u	5%
COc1ccc(Cl)cc1Nc1nc(C)cc(C)c1C(N)=O
 : 8%	14%[10 µM]	i	0%	-7%	4%	-1%	4%
NC1CCN(c2c(F)cc3c(=O)c(C(=O)O)cn(C4CC4)c3c2Cl)C1 (stereo unspecified)
 : 19%	-1%[10 µM]	3%	1%	0%	-2%	1%	5%
Cc1ccc(Nc2cc(C)nc3nnnn23)cc1
 : 2%	-9%	-3%	-7%	11%	-2%	7%	-2%
Cc1ccc(NC(=O)c2ccccc2OCc2ccc([N+](=O)[O-])cc2)nc1
 : 2%	-24%	i	-3%[11.4 µM]	8%	1%	1%	-16%
Cc1c(Nc2cc(=O)oc3ccccc23)c(=O)n(-c2ccccc2)n1C
 : 3%	0%	i	-3%	-5%	-4%	-5%	-5%
CC(=O)c1ccc(NC(=O)c2nc(-c3ccccc3)n(-c3ccccc3Cl)n2)cc1
 : -22%	x	x	x	1%	-3%	-6%	-5%
Cc1ccccc1-n1ncc(C(C)NC(=O)c2ccco2)c1C (stereo unspecified)
 : -2%	21%[10 µM]	-10%	4%	-5%	-2%	-3%	-5%
Cc1nn(CC(=O)c2cccc(Cl)c2)c(C)c1[N+](=O)[O-]
 : -5%	4%[10 µM]	-7%	4%	-2%	0%	9%	-9%

Profiles as entered above. Order of values: Tau fluor cs	HTT cytoprotect	RECQ1 helicase	L3MBTL1 block	TRb SRC2 PPI	TexasRed fluor	Tau fibril FP	Tau ThT inhib
`Cc1ccccc1-n1ncc(C(C)NC(=O)c2ccco2)c1C` (stereo unspecified) across the screens: -2%	21%[10 µM]	-10%	4%	-5%	-2%	-3%	-5%
`COc1ccc(Cl)cc1Nc1nc(C)cc(C)c1C(N)=O` across the screens: 8%	14%[10 µM]	i	0%	-7%	4%	-1%	4%
`CCOc1ccc(CCNC(=O)c2cc(=O)[nH]c3ccc(S(=O)(=O)N4CCCCC4C)cc23)cc1OCC` (stereo unspecified) across the screens: u	x	x	x	-4%	0%	u	5%
`CC(=O)c1ccc(NC(=O)c2nc(-c3ccccc3)n(-c3ccccc3Cl)n2)cc1` across the screens: -22%	x	x	x	1%	-3%	-6%	-5%
`NC1CCN(c2c(F)cc3c(=O)c(C(=O)O)cn(C4CC4)c3c2Cl)C1` (stereo unspecified) across the screens: 19%	-1%[10 µM]	3%	1%	0%	-2%	1%	5%

Not all compounds are listed. The share of hits here may be higher or lower than overall.
